Screening data: PubChem BioAssay, several laboratories
CHOP inhibitor = blocks CHOP induction under ER stress | 220,000 compounds, 3.8% hits | CHO-K1 CHOP-promoter luciferase, tunicamycin-induced, 15-18 h | inhibition, % at 10 µM;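 active = compounds that reduced the stress-induced luciferase reporter signal by more than about 70% of percent inhibition, limit read from the data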;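 also: 0% = tunicamycin plus vehicle and 100% = wells without tunicamycin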
zfTRPN1 agonist = agonists of zebrafish TRPN1 channel. HEK293 zebrafish TRPN1-YFP, Fluo-8 calcium fluorescence; 100% = response to 87 µM carbachol. activation, % at 3 µM. 220,000 compounds, 0.18% hits. AID 1424;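 active = activation above its plate's cutoff, the mean activation of test wells on that plate plus 3 SD, cut at about 19% in these data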;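 also: 0% = DMSO alone and 100% = 87 µM carbachol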
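Material – zebrafish TRPN1-YFP in HEK293 cells · Doses – 3 µM single point · Schedule – dye 1 h 37 °C plus 30 min RT · Signal – Fluo-8 calcium fluorescence, excitation 470-495 nm, emission 515-575 nm · Read-out – % activation versus carbachol response · Control set – carbachol high, DMSO low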
14-3-3 Bad PPI = disrupts binding of bovine 14-3-3 zeta to phospho-Bad peptide. P63103. TR-FRET 14-3-3zeta/Dy647-pBad peptide displacement, 1 h. inhibition, % at 21.7 µM. 220,000 compounds, 0.71% hits;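 active = inhibition above about 70%, limit read from the data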;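 also: 0% = full 14-3-3 plus peptide FRET controls and 100% = background without 14-3-3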
TRPML3 agonist = activates the human TRPML3 channel. Q8TDD5. HEK293 TRPML3-YFP, Fluo-8 calcium fluorescence; 100% = the carbachol control signal. activation, % at 3 µM. 220,000 compounds, 0.29% hits. AID 1448;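 active = activation above its plate's cutoff, the mean activation of the plate's test wells plus 3 SD, cut at about 12% in these data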;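 also: 0% = DMSO only wells and 100% = carbachol wells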
Target sequence (Q8TDD5 whole entry, looked up): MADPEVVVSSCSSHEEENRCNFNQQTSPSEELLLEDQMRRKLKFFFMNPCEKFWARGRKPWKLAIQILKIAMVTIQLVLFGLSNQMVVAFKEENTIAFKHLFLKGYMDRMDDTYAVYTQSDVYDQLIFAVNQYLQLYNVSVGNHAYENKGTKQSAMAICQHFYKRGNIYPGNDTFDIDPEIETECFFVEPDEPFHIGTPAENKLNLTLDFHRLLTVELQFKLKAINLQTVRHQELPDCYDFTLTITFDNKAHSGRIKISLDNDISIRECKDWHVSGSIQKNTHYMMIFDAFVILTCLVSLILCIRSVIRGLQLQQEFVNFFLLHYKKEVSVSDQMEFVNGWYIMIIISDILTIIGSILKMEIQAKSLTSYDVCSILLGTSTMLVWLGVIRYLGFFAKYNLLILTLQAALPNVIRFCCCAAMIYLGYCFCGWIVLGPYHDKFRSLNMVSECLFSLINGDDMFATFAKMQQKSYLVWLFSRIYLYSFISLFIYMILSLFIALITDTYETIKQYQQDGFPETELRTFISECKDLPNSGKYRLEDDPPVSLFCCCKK
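Material: TRPML3-YFP stable HEK293 cells | Dosing: One concentration, 3 µM nominal, 0.3% DMSO | Timing: 125 s total fluorescence read per well | Technique: Fluo-8 calcium dye fluorescence, ex 470-495, em 515-575 nm | Measure: Percent activation from peak-to-basal fluorescence ratio, scaled between DMSO and carbachol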
EP2 antag = blocks the human prostaglandin E2 receptor EP2 | P43116 | C6 glioma cells expressing human EP2, cAMP TR-FRET; cells stimulated with saturating PGE2 | inhibition, % at 25 µM | 260,000 compounds, 0.52% hits | AID 1422;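 active = percent inhibition above 40 after rounding to a whole number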;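 also: rat C6 glioma host cells with rolipram phosphodiesterase inhibitor present; the protocol text gives 20 µM as final concentration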
NPY Y1 blocker = NPY-Y1 (human) receptor antagonism. inhibition, % at 3.6 µM. HEK293-CNG Y1 cells, membrane potential fluorescence; NPY at EC95, then isoproterenol. 200,000 compounds, 1% hits;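 active = inhibition above the campaign mean inhibition of all tested compounds plus 3 SD, cut at about 20% in these data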;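 also: 0% = DMSO wells given NPY plus isoproterenol and 100% = isoproterenol alone without NPY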
Target sequence (P25929 whole entry, looked up): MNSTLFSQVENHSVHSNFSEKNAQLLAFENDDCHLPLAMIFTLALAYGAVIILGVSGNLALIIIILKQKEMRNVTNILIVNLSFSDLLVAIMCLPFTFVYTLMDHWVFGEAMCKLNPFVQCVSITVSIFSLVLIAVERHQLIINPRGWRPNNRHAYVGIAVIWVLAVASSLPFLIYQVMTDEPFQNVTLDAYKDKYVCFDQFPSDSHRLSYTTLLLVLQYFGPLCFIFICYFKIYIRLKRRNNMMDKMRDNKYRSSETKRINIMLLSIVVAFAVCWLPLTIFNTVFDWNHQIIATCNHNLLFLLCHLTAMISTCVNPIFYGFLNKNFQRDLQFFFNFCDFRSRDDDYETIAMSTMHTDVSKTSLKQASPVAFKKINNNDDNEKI
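Material: Y1- and CNG-channel-expressing HEK293 cells / Probe or stimulus: NPY 25 nM then isoproterenol 1 µM plus Ro 20-1724 25 µM / Doses: 3.6 µM single dose, DMSO 0.4% / Schedule: compound incubation 1 h at room temperature, readout 45 min post-stimulation / Signal: membrane potential fluorescence / Benchmarks: isoproterenol-only wells as full block versus NPY-plus-isoproterenol wells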
NPY1 pot ag = potentiators or agonists of human neuropeptide Y receptor Y1; P25929; NPY-Y1 expressing cells, potentiator/agonist activation; activation, % at 3.6 µM; 220,000 compounds, 0.37% hits; in the data active = activation above about 33%, passing the limit was not always enough;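 also: cells stimulated with NPY at EC10 then isoproterenol at EC100; 0% = low agonist plus stimulus and 100% = saturating agonist plus stimulus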
EP2 modulator = modulates human prostaglandin E2 receptor EP2 signaling; 260,000 compounds, 0.83% hits; EP2-expressing cells, cAMP HTRF FRET, PGE2 co-stimulation; induction, % at 25 µM; P43116;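 active = compounds whose cAMP rise, as percent of the full-agonist control response, exceeds 60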;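 also: rat C6 glioma line stably carrying human EP2 under a CMV promoter; the protocol text gives 20 µM as final concentration; 100% = response of wells given 1 µM PGE2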
PPC-1+TRAIL kill = kills PPC-1 cancer cells in the presence of TRAIL. PPC-1 cells + TRAIL, ATPLite viability luminescence. cell killing (% activity), % at 4 µM. 220,000 compounds, 0.41% hits;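 active = cell killing above 50% in the first pass at 4 µM, then a duplicate retest at 5 µM averaging 50% or more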;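 also: plate controls were cells with TRAIL plus DMSO for no effect and medium-only wells lacking cells for full effect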
Starred values were filed as active, the others as inactive; x = not tested or not shown; & = joins results of further samples; [ ] = another dose, or the depositor's remark. An excerpt; count on the stated rates, not on these rows.

Values in the order – CHOP inhibitor	zfTRPN1 agonist	14-3-3 Bad PPI	TRPML3 agonist	EP2 antag	NPY Y1 blocker	NPY1 pot ag	EP2 modulator	PPC-1+TRAIL kill
- O=C(Cn1cnc2c(nnn2-c2ccccc2)c1=O)NCC1CCCO1 (configuration not stated)
→ 9	-0.2	13[fluorescence artefact?]	-0.5	11	-1	-8	-4	37
- COc1ccc(C2CC(c3ccccc3)Nc3nc(NC(=O)c4cccs4)nn32)cc1 (configuration not stated)
→ -2	-0.5	-2	-0.5	14	-3	-16	0	-22
- S=c1[nH]nc(-c2cc(-c3ccccc3)n[nH]2)n1/N=C/c1ccc(Cl)cc1
→ -71	-1.4	-5	0.4	9	x	-18	29	11
- c1ccc2c(-c3[nH]ncc3CNCCCn3ncc4ccccc43)cccc2c1
→ 37	-2.2	9	-0.2	3	2	-27	-71	9
- Cc1cccc(NC(=O)Cn2c(O)c(N=NC(N)=S)c3ccccc32)c1
→ 94*	0.7	1	0.5	5	x	18	-16	12
- CCCCC1NC(=S)N(C2CCCCC2)C1=O (configuration not stated)
→ 34	-3.6	-19	0.5	11	-1	-18	-2	44
- CC(=O)c1cc2c(cc1NC(=O)c1ccc(C)cc1)OCO2
→ 16	-0.4	10	0.4	5	6	16	11	25
- CCc1nc2c(c(=O)[nH]1)C1(CCCC1)Cc1ccccc1-2
→ 25	0.6	3	-0.5	8	-1	-1	36	1
- O=C(Nc1nc(-c2ccccn2)cs1)C1CC(=O)N(c2ccc3c(c2)OCCO3)C1 (configuration not stated)
→ 42	2.2	-13	1.1	6	4	7	-81	26
- CCOc1ccc(NC(=S)N/N=C(\C)Cc2ccc(OC)cc2)cc1
→ 15	-0.3	-5	0.8	5	-3	1	-41	3
- CCOc1cccc(Oc2ncccc2C(=O)/C(C#N)=C/N(C)C)c1
→ -14	-0.2	-16	0.8	x	-3	29	25	28
- Cc1ccc(OCc2n[nH]c(=S)n2-c2ccccc2)cc1C
→ 9	-1.9	-13	-0.7	2	4	2	-6	6
- CC(=O)Oc1ccc2c(=O)c(-c3nc4ccccc4s3)coc2c1
→ 0	0.5	8	0.8	1	5	0	-55	37
- COc1ccc(Cc2nnn(CC(=O)O)n2)cc1
→ 33	0.3	-3[fluorescence artefact?]	0.4	8	2	16	15	3
- O=C(/C=C(/c1ccc(Cl)cc1)n1cncn1)c1ccccc1
→ -5	-0.4	-5	0.2	7	-5	16	5	33
- Cc1ccc(C)c(Cn2c(C(C)O)nc3ccccc32)c1 (configuration not stated)
→ 25	-1.3	11	-1.5	9	0	14	28	5
- CCC(C)NCCOCCOc1ccc(Cl)cc1Br (configuration not stated)
→ 26	1.1	38	1.2	13	1	11	-24	24
- CCOCCCNC(=O)C1c2ccccc2C(=O)N2CCc3ccccc3C12 (configuration not stated)
→ 18	1.1	-19	0.5	13	10	12	-2	-6
- CCOCCCNC(=O)C(c1ccc(C)cc1)N(Cc1cccs1)C(=O)CNC(C)=O (configuration not stated)
→ 33	0.0	-12	0.5	7	0	-17	35	-9
- CCSc1nnc(NC(=O)C(CC)(C(F)(F)F)C(F)(F)F)s1
→ 21	6.0	10[fluorescence artefact?]	5.4	15	1	-3	3	16
- CCOc1c(OC)cccc1C1CC(=O)Nc2cc3c(cc21)OCCO3 (configuration not stated)
→ 20	0.6	11	0.3	9	6	0	19	7
- COc1ccc(CN(Cc2ccncc2)C(=O)CCC(=O)O)cc1
→ 39	-0.5	-7	-0.1	4	0	-8	14	-6
- CC1=NN(c2ccccc2)C(=O)/C1=C\c1cn(CCC#N)nc1-c1ccc(Cl)cc1
→ 32	-0.2	2	0.1	8	-6	-14	16	2
- O=C1CCCN1CN(C(=O)c1ccc2c(c1)OCO2)c1ccc(F)cc1
→ 16	-0.3	8	0.6	6	2	-5	-6	11
- Cc1cc(-c2ccccc2)nc(Cl)c1C#N
→ 53	-2.0	0	0.1	5	2	-13	-19	18
- CC1(C)NC(=O)N(CCSc2ccc(Cl)cc2)C1=O
→ -5	0.9	0	0.9	10	1	-1	-22	10
- Cn1c(O)c(C=NCC2CCNCC2)c(=O)n(C)c1=O
→ 24	1.2	-10	1.5	4	-6	12	18	10
- COc1ccc(NC(=O)C(Sc2nnc(-c3ccncc3)n2-c2ccccc2C)c2ccccc2)cc1Cl (configuration not stated)
→ 24	0.7	5	-0.4	12	5	12	15	-12
- CC(=O)N1CCN(C(=O)CCc2nc3ccccc3c(=O)[nH]2)CC1
→ -8	0.1	5[fluorescence artefact?]	0.8	7	-4	8	19	4
- Cc1ccc(S(=O)(=O)N2c3ccc(S(N)(=O)=O)cc3CC2C)cc1 (configuration not stated)
→ 2	1.3	0	-0.3	5	-5	-22	-33	4
- COc1ccc(-c2ccc(=O)n(CC(=O)N3CCN(c4ccccc4OC)CC3)n2)cc1
→ x	0.4	x	-0.9	x	1	10	x	x
- Cc1ccc(SCc2nc(-c3ccncc3)no2)cc1
→ 1	-0.6	5	-0.4	15	5	-6	-19	20
- C=CCN1CC(O)=C(c2nc3ccccc3[nH]2)C1=N
→ 5	-1.6	-10	0.6	8	-3	8	-13	7
- COc1cccc(C(=O)N2CCOCC2)c1OC
→ 5	-1.0	-1	1.1	8	8	-10	37	18
- CCNc1ccc(P(=O)(c2ccccc2)c2ccccc2)cc1
→ 8	-1.2	-5	-0.3	10	3	8	4	17
- Cc1cc(C)c(NC(=S)N(C)C)c(C)c1
→ 26	0.7	-5	-0.1	23	x	7	29	3
- Clc1ccc(OCCCN2CCCC2)cc1Cl
→ -8	2.6	34[fluorescence artefact?]	1.7	10	2	-39	0	16
- Cc1occc1C(=O)Nc1ccc2c(c1)CCC2
→ 6	-0.5	-3	-1.9	6	7	-11	-63	9
- Cc1c(N(C(=O)CNC(=O)c2ccccc2)C2(C(=O)NC3CCCC3)CCCCC2)c(=O)n(-c2ccccc2)n1C
→ 10	-0.4	-17	0.7	7	-1	13	3	13
- C=CCn1c(C)nc2c(sc3nc4c(cc32)COC(C)(C)C4)c1=O
→ -5	-1.2	-4	0.5	17	x	-1	3	25
- Cc1cc(C)n2nc(Cc3ccccc3)nc2n1
→ 11	-1.1	-11[fluorescence artefact?]	-0.2	10	1	16	0	-6
- COC(=O)c1ccc2c(c1)NC(=O)C1CCCN21 (configuration not stated)
→ 41	x	0	x	7	x	x	-4	x
- O=C(CCCN1C(=O)/C(=C/c2ccccc2Cl)SC1=S)NNC(=O)c1ccc(Cl)cc1
→ 93*	0.1	6	0.8	2	x	-15	33	4
- Cc1ccc(C)c(S(=O)(=O)C(C#N)c2nc3ccccc3nc2N2CCOCC2)c1 (configuration not stated)
→ -10	0.6	13	0.7	5	-2	19	3	12
- COc1ccc(NC(=O)CSCCc2ccccn2)cc1OC
→ 0	-0.1	2	0.0	0	1	5	3	0
- CC(=O)c1cccc(Nc2cc(C)nc3ccc(C)cc23)c1
→ -8	-0.1	8	0.3	8	x	-14	-17	21
- Cc1ccc(NC(=O)CCCCCNS(=O)(=O)c2ccc(C)cc2)cc1
→ 36	-1.0	-7	-1.0	7	-3	27	16	38
- Cc1cc(NC(=O)CSc2ccc3nnc(-c4cccs4)n3n2)no1
→ 5	0.1	-1	0.0	8	0	-19	-4	4
- Cc1ccc(NS(=O)(=O)c2cc(C(=O)N3CCOCC3)ccc2C)cc1C
→ -16	0.4	-2	0.5	13	0	-25	-3	10
- CCOC(=O)C1=C(C)C(c2ccccc2OC)NC(=O)N1 (configuration not stated)
→ -3	0.4	-4[fluorescence artefact?]	1.2	8&10	-5	22	10&18	20
- CC(=O)Nc1cccc(C(=O)/C=C/c2ccc(Br)cc2)c1
→ -45	2.2	0[fluorescence artefact?]	1.2	13	6	-18	-17	0
- Cc1cc(C)n2nc(-c3ccco3)nc2n1
→ 11	0.3	-21	1.4	9	5	10	14	9
- COc1ccc(CCNC(=O)COC(=O)/C=C/c2ccc(OCC#N)c(OC)c2)cc1
→ 21	1.0	-1[fluorescence artefact?]	1.0	12	5	-9	6	3
- CCOc1cc(C2C3=C(CC(C)(C)CC3=O)OC3=C2C(=O)CC(C)(C)C3)cc([N+](=O)[O-])c1O
→ 24	-1.0	-6	0.5	10	1	-18	18	-2
- N/C(COc1cccc(Cl)c1)=N\NS(=O)(=O)c1ccccc1
→ 29	-1.6	3[fluorescence artefact?]	-0.4	10	0	7	13	12

Quoted at random: six compounds from above.
Values in the order – CHOP inhibitor	zfTRPN1 agonist	14-3-3 Bad PPI	TRPML3 agonist	EP2 antag	NPY Y1 blocker	NPY1 pot ag	EP2 modulator	PPC-1+TRAIL kill
- CC(=O)c1cccc(Nc2cc(C)nc3ccc(C)cc23)c1
→ -8	-0.1	8	0.3	8	x	-14	-17	21
- Cc1ccc(C)c(S(=O)(=O)C(C#N)c2nc3ccccc3nc2N2CCOCC2)c1 (configuration not stated)
→ -10	0.6	13	0.7	5	-2	19	3	12
- Cc1ccc(NS(=O)(=O)c2cc(C(=O)N3CCOCC3)ccc2C)cc1C
→ -16	0.4	-2	0.5	13	0	-25	-3	10
- Cc1cc(NC(=O)CSc2ccc3nnc(-c4cccs4)n3n2)no1
→ 5	0.1	-1	0.0	8	0	-19	-4	4
- Cc1cc(C)n2nc(-c3ccco3)nc2n1
→ 11	0.3	-21	1.4	9	5	10	14	9
- N/C(COc1cccc(Cl)c1)=N\NS(=O)(=O)c1ccccc1
→ 29	-1.6	3[fluorescence artefact?]	-0.4	10	0	7	13	12
